TRPV1 ag = human TRPV1 agonism; TRPV1-expressing cells, Fluo-8 calcium influx, agonist mode; Q8NER1; hit rate 0.19% among 320,000; AID 540275; activation, % at 8.33 µM; in the data active = activation above about 80%; inconclusive = between about 30% and that limit; also: 0% is about no effect
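Fluo-8 calcium influx in TRPV1-expressing cells, kinetic read (ex 480/em 520 nm). Compound added and read 3 min for agonist activity, followed by capsaicin at EC20 final and 2 min further read for enhancement.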
GALK inh = inhibitors of human galactokinase. P51570. Purified GALK, Kinase-Glo residual ATP luminescence. Potency, µM (highest dose often 57.5 µM), for inactives: at the highest dose activity change, negative = inhibition, usual class: inhibitors. hit rate 0.007% among 270,000. AID 1868; also: potency is read from the fitted curve at half-maximal effect; % is scaled to controls: 0 for no effect and ±100 for the full control effect
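Galactose (100 uM) and ATP (35 uM) were turned over by 5 nM GALK for 1 h at RT. Kinase-Glo Plus then converted the remaining ATP into a luminescent signal.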
USP2a block = USP2a (human) protease inhibition; O75604; USP2 core, Ub-CHOP2 coupled fluorogenic reporter, 485/531; hit rate 0.01% among 330,000; Potency, µM (highest dose often 38.3 µM), for inactives: at the top dose activity change, negative = inhibition, hits mostly inhibitors; AID 463254;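 also: potency is read from the fitted curve at half-maximal effect; plate controls were DMSO wells for no effect and full inhibition by NEM control for full effect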
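Deubiquitinase activity read as fluorescence (485/531 nm) after Ub-CHOP2 cleavage activates the enterokinase reporter on its substrate; USP2 core 10nM, Ub-CHOP2 and substrate 25nM each, 30min compound preincubation then 60min RT; data normalized to NEM, curves fitted.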
Menin-MLL TR inh = menin-MLL binding inhibition, Texas Red mutant peptide; Potency, µM (series often up to 61.6 µM), for the others: top-dose FP activity change, negative = inhibition, usual class: inhibitors; hit rate 0.23% among 270,000; O00255; AID 1768; Menin + Texas Red MLL mutant peptide, fluorescence polarization; active = well fitted inhibition curve with a large enough effect in the polarisation, with a control signal flat, not every such curve was filed as active; inconclusive = small, poorly fitted or top-dose-only effect, or effect the other way, or a change in a side signal; inactive = no such curve, though single readings can be large or run the other way; the % refers to the polarisation; also: potency is read from the fitted curve at half-maximal effect; % of control where 0% means no effect; many of its hits are not listed in these tables
KCNH2 WT inh = blocks the wildtype human KCNH2 potassium channel. U2OS, BacMam KCNH2, thallium flux FluxOr; hits give low values. activity change, % at 1.84 µM. hit rate 0.37% among 340,000. AID 720551;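 active = maximum activity change below -70%; inconclusive = maximum activity change between -70% and -50%; inactive = maximum activity change above -50%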; also: % is scaled to controls: 0 for no effect and ±100 for the full control effect
Target sequence (Q12809 whole entry, looked up): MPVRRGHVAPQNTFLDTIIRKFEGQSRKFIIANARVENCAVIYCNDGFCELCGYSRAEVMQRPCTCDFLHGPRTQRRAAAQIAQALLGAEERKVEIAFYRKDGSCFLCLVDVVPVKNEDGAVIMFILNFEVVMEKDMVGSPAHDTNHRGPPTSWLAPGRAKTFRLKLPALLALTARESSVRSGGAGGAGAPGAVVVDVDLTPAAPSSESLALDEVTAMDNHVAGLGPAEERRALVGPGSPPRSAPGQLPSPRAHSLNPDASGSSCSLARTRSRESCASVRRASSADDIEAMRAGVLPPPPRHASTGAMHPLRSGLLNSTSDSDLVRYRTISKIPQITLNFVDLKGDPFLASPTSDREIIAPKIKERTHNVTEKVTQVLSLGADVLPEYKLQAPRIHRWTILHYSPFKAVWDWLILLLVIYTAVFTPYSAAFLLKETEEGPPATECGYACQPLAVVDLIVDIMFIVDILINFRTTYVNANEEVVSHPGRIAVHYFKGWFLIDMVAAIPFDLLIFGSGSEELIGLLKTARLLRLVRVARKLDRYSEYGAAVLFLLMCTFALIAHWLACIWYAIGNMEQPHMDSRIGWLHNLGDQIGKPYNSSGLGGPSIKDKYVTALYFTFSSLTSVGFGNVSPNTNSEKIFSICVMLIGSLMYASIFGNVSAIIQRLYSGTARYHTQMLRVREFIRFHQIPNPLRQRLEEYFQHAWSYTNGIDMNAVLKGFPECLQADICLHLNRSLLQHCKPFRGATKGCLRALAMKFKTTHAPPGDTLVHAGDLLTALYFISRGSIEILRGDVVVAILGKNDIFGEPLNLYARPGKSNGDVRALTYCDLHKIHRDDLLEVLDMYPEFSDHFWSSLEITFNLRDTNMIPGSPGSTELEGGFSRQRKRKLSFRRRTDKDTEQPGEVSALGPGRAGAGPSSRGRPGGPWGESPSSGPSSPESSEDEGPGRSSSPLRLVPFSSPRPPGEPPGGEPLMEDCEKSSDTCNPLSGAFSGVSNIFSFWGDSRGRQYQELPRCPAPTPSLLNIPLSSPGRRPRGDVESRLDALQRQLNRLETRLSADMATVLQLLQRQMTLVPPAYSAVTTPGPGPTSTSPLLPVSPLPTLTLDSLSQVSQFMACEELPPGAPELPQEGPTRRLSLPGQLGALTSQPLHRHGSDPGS
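U2OS cells transduced with wild-type KCNH2 virus are loaded with FluxOr dye for 45 min, and thallium flux is measured in kinetic reads before and after stimulation buffer. Rate constants are normalized to DMSO controls.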
MLL CXXC-DNA inh = MLL CXXC-DNA interaction inhibition. Q03164. MLL-CXXC / FITC-HOXA9 DNA fluorescence polarization. Potency, µM (doses to about 115 µM), for the others: at the top dose activity change, negative = inhibition, actives largely listed as inhibitors. hit rate 0.037% among 290,000. AID 2662; active = well fitted inhibition curve with a large enough effect in the polarisation, with a control signal flat, not every such curve was filed as active; inconclusive = small, poorly fitted or top-dose-only effect, or effect the other way, or a change in a side signal; inactive = no such curve, though single readings can be large or run the other way; the % refers to the polarisation; also: potency is read from the fitted curve at half-maximal effect
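Purified MLL-CXXC (added from a 7 uM solution) was preincubated 5 min at ambient with pinned compounds in 50 mM Tris-HCl pH 7.5, 50 mM NaCl, 1 mM DTT, 0.05% BSA. Fluorescein-labeled HOX-A9 DNA (50 nM solution) followed, 30 min, then polarization read.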
Giardia killer = Giardia lamblia killing; hit rate 0.15% among 340,000; Giardia lamblia trophozoite viability; activity change, % at 7.66 µM, hits read low; in the data active = activity change below about -80%; inconclusive = between about -30% and that limit;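 also: parasites exposed to compound for two days anaerobically before the ATP read; % is scaled to controls: 0 for no effect and ±100 for the full control effect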
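Giardia lamblia trophozoites (100 cells/well) were incubated with compounds for 48 h at 37 deg C under anaerobic conditions. Viability was read as ATP content by one-step luminescence after 15-30 min at room temperature.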
Coupling enz = inhibits coupling enzyme system, counter-screen for aldolase hits. coupling enzyme system counterscreen, AmpLite Red fluorescence. activity change, negative = inhibition, % at 58.2 µM, hits read low. hit rate 0.67% among 290,000; in the data active = activity change below about -30%; also: % is scaled to controls: 0 for no effect and ±100 for the full control effect
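Fluorescence at 525 nm excitation and 598 nm emission measured inhibition of the coupled detection system without aldolase. Compounds (at 57.5 uM final) were preincubated 10 min at room temperature with coupling enzyme reagent before a 20 min substrate/AmpLite Red step.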
B2AR arrestin = recruits beta-arrestin to the human beta2-adrenergic receptor. hit rate 0.02% among 330,000. Potency, µM (highest dose often 46.1 µM), for the others: top-dose activation, usual class: activators. beta-arrestin recruitment to beta2AR, cell-based reporter. AID 492947. P07550;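 also: potency is read from the fitted curve at half-maximal effect; 0% = DMSO controls and full agonism = EC100 isoproterenol or metaproterenol; nearly all actives have a fitted effect of over 65% in size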
KCNH2 3.1 inh = KCNH2 3.1 (human) potassium channel inhibition | U2OS KCNH2 3.1, thallium flux FluxOr; hits give low values | activity change, % (tested at about 1.8 µM) | hit rate 0.95% among 340,000 | AID 720553;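 active = maximum activity change below -70%; inconclusive = maximum activity change from -70% to -50%; inactive = maximum activity change above -50%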;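 also: thallium influx rate constant from kinetic fluorescence after stimulation buffer; % is scaled to controls: 0 for no effect and ±100 for the full control effect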
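Normalized rate constant (relative to positive and negative DMSO controls) derived from a 2 min kinetic fluorescence read after stimulation; U2OS cells expressing the 3.1 isoform via virus at 1.77 x 10^8 /mL.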
PKM2 activator = PKM2 (human) enzyme activation; Potency, µM (doses to about 57.5 µM), for inactives: top-dose activation, usual class: activators; hit rate 0.34% among 260,000; purified PKM2, Kinase-Glo ATP luminescence, activation; response scale: 0% is enzyme alone, no compound; also: potency is read from the fitted curve at half-maximal effect; % is scaled to controls: 0 for no effect and ±100 for the full control effect; nearly all actives have a fitted effect of over 55% in size
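Purified hPK-M2 (>95%) run at intermediate activity with 0.1 mM ADP and 0.5 mM PEP in 50 mM imidazole pH 7.2, KCl, MgCl2; 1 h room temperature. ATP formed read by Kinase-Glo luminescence; normalized to uninhibited and no-enzyme controls.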
The depositor's hits bear a star; i = inactive; ? = inconclusive; · = not tested or not shown; [ ] = remark or other dose. Unless noted, calls follow the shape of the dose curve; as a rule, active = well fitted curve in the direction sought with a large enough effect; inconclusive = small, poorly fitted or top-dose-only effect, or another doubt; inactive = no such curve, though single readings can be large; an effect the other way counts as inactive or inconclusive.

SMILES | TRPV1 ag | GALK inh | USP2a block | Menin-MLL TR inh | KCNH2 WT inh | MLL CXXC-DNA inh | Giardia killer | Coupling enz | B2AR arrestin | KCNH2 3.1 inh | PKM2 activator
CC(=O)Nc1cccc(C(=O)OC(C)C(=O)NC2CCCc3ccccc32)c1 (stereo not given) | 1 | 4% | -1% | · | -2 | -4% | 13 | · | -0.6% | · | -3%
O=c1ccc(-c2ccccc2)nn1Cc1ccc(F)cc1Cl | ? | 0% | 0% | -7% | 12 | 0% | -16 | -4 | -1.0% | -2 | ·
CCc1ccc(OCc2nnc(SCC(=O)NC3CCCCC3)o2)cc1 | 3 | -4% | 1% | -4% | -13 | 5% | -6 | 2 | 0.7% | -11 | ·
O=C(NCc1ccccc1)C1CCCN(S(=O)(=O)c2ccc(Br)cc2)C1 (stereo not given) | 11 | -8% | -1% | · | 14 | 14% | -17 | · | -1.1% | · | -2%
C=CCN(CC(=O)NCc1ccccc1)C(=O)c1csnn1 | 0 | 2% | 2% | 6% | -5 | ? | 12 | 3 | 0.0% | -13 | -4%
Cc1cccc(N(C(=O)Cn2nnc(-c3ccccc3F)n2)C(C(=O)NC(C)(C)C)c2ccncc2)c1 (stereo not given) | 4 | 4% | 6% | 0% | i | -7% | -1 | 3 | 0.8% | 1 | -3%
COc1ccc(OCc2nnc(SC3CCOC3=O)n2-c2ccccc2)cc1 (stereo not given) | 1 | -2% | 3% | -7% | -29 | -2% | -9 | 4 | -0.1% | -9 | 5%
CCOC(=O)C1=C(CC)OC(N)=C(C#N)C1c1ccc(OC)cc1OC (stereo not given) | 14 | 0% | -8% | -7% | -1 | -2% | -7 | -1 | 0.5% | 11 | 0%
COc1ccccc1NC(=O)CN1CCN(C(=O)c2ccco2)CC1 | -1 | -4% | -1% | -12% | -1 | 6% | -7 | 1 | -0.3% | 9 | 1%
Cc1ccc2[nH]c(C)c(CCN(Cc3cccnc3)C(=S)NC(C)(C)C)c2c1 | 0 | -4% | -6% | 1% | 0 | 5% | 4 | 0 | 0.5% | -6 | ·
COCCNCC(O)CON=C1c2ccccc2-c2ccccc21 (stereo not given) | 3 | -2% | 0% | -21% | 3 | 0% | -3 | 0 | -0.5% | -11 | -3%
CN(Cc1cnn(Cc2ccccc2)c1)C(=O)c1cccc(S(=O)(=O)N2CCOCC2)c1 | 1 | · | 1% | · | 4 | · | 0 | · | 0.2% | 21 | ·
NC1=NC(=O)/C(=C/c2cn(CCC(=O)O)nc2-c2ccc(Cl)cc2)S1 | -1 | -7% | 4% | 0% | 2 | 2% | 32[activator] | 17 | -0.2% | 1 | 2%
C=CCOc1ccc(CNc2ccc(NC(=O)CCC)cc2)cc1OCC | 2 | 2% | 3% | 3% | -1 | ? | -7 | 3 | 0.2% | 9 | 6%
CN(C)NC(=S)NC1(C)CCS(=O)(=O)C1 (stereo not given) | 0 | 4% | 0% | · | -10 | -8% | -15 | 4 | -0.9% | 26 | 0%
CC(C)OC(=O)c1c(F)c(F)c(N2CCOCC2)c(F)c1F | 3 | 10% | -1% | 5% | 11 | 1% | -3 | -3 | -0.3% | -17 | -1%
COc1ccccc1-n1cnc2cc(C(=O)NCC3CCCO3)ccc21 (stereo not given) | 3 | 0% | 0% | 4% | 4 | 0% | 16 | -1 | -0.2% | 20 | -4%
COc1cccc(C(=O)NCCS(=O)(=O)N2CCN(C(=O)c3ccco3)CC2)c1 | -1 | · | 0% | · | 18 | · | -11 | · | 0.1% | 3 | ·
CCC1=Nc2cc(C(=O)O)ccc2Sc2ccc(Cl)cc21 | -5 | · | 4% | 1% | -30 | 19% | -12 | 13 | -0.9% | -2 | -1%
COc1ccc2[nH]c(C(=O)O)c(CCNC(=O)/C=C/c3ccc(O)c(OC)c3)c2c1 | -1 | · | 2% | ? | -9 | 4% | -5 | 6 | 0.1% | -10 | ·

Some of the entries so far, with two lines to a compound.
Each structure is followed by: TRPV1 ag, GALK inh, USP2a block, Menin-MLL TR inh, KCNH2 WT inh, MLL CXXC-DNA inh, Giardia killer, Coupling enz, B2AR arrestin, KCNH2 3.1 inh, PKM2 activator
C=CCOc1ccc(CNc2ccc(NC(=O)CCC)cc2)cc1OCC
 : 2, 2%, 3%, 3%, -1, ?, -7, 3, 0.2%, 9, 6%
CN(C)NC(=S)NC1(C)CCS(=O)(=O)C1 (stereo not given)
 : 0, 4%, 0%, ·, -10, -8%, -15, 4, -0.9%, 26, 0%
CC(C)OC(=O)c1c(F)c(F)c(N2CCOCC2)c(F)c1F
 : 3, 10%, -1%, 5%, 11, 1%, -3, -3, -0.3%, -17, -1%
COc1ccccc1-n1cnc2cc(C(=O)NCC3CCCO3)ccc21 (stereo not given)
 : 3, 0%, 0%, 4%, 4, 0%, 16, -1, -0.2%, 20, -4%
COc1cccc(C(=O)NCCS(=O)(=O)N2CCN(C(=O)c3ccco3)CC2)c1
 : -1, ·, 0%, ·, 18, ·, -11, ·, 0.1%, 3, ·

More structures follow.
SMILES | TRPV1 ag | GALK inh | USP2a block | Menin-MLL TR inh | KCNH2 WT inh | MLL CXXC-DNA inh | Giardia killer | Coupling enz | B2AR arrestin | KCNH2 3.1 inh | PKM2 activator
N#CCOC(=O)c1c2c(nc3ccccc13)CCC2 | 4 | 0% | 10% | 15% | 1 | 1% | 1 | 3 | 0.5% | -13 | 1%
Cc1cccc(C(=O)Nc2ccc3c(c2)C(=O)NC3=O)c1 | ? | · | 1% | -23% | -3 | 52%[activator] | 4 | 0 | -0.3% | 5 | -1%
CCCCOc1ccc(Cc2n[nH]c(=S)n2N)cc1 | -15 | 0% | -7% | 1% | -3 | 5% | 25 | 3 | 0.4% | -9 | 1%
NC1=NC[C@@H](Cc2ccc(O)cc2)N1CCc1cccc2ccccc12 | 7 | 0% | 8% | · | 0 | 10% | 19 | -1 | -0.1% | -1 | -10%
CCCCN1C(=O)CC(Sc2ncccc2C(=O)O)C1=O (stereo not given) | 0 | 1% | 1% | 4% | -2 | 17% | -6 | 5 | -0.1% | -13 | 7%
CCOC(=O)c1cc2c(ccn2C)n1CC(=O)N1CCN(c2ccccc2)CC1 | -4 | 1% | -2% | -2% | -9 | -3% | 6 | -19 | -0.1% | -1 | -16%
CCc1nc2scc(-c3cccs3)c2c(=O)o1 | 1 | 1% | 0% | ? | -2 | 2% | -7 | -13 | -0.4% | 6 | 0%
CCCC1CCC(c2ccc(OCC)cc2)=CC1=O (stereo not given) | 26 | -2% | 2% | -27% | 7 | -17% | 9 | 1 | -1.1% | -22 | -6%
Cc1ccc(C(=O)NCC(=O)NC2CC2)cc1 | · | · | -2% | · | -10 | · | 46[activator] | · | -0.1% | 10 | ·
CC1(C)CC(=O)c2ccc(OCc3ccc([N+](=O)[O-])cc3)cc2O1 | · | -1% | 2% | · | 4 | 5% | -4 | 7 | 0.3% | 0 | -2%
Cc1nn(-c2ccccc2)c(C)c1C(=O)OCC(=O)Nc1ccccc1C(F)(F)F | 8 | · | -1% | · | 4 | · | 9 | · | 0.5% | 3 | ·
CN(CC(=O)Nc1ccccc1C(=O)NC1CC1)Cc1ccccc1F | 13 | · | 2% | · | 4 | · | 9 | · | -0.2% | 9 | ·
Cc1ccc(S(=O)(=O)Nc2ccccc2F)cc1C(=O)N1CCCC1 | -3 | · | -1% | · | -10 | · | -29 | · | 0.3% | -11 | ·
COc1cc(CNc2ccc3[nH]c(=O)[nH]c3c2)cc(Br)c1OCC(=O)NC(C)(C)C | ? | 1% | 1% | 0% | -17 | 0% | 2 | -3 | -0.7% | -3 | 11%
Cc1cccc(C(=O)NCCCNC(=O)c2cccc(C)c2)c1 | 1 | 0% | -7% | -17% | 7 | 2% | -3 | 2 | -0.3% | 5 | ·
Cc1c(C(=O)O)oc2ccc(S(=O)(=O)NCc3ccc4c(c3)OCO4)cc12 | 0 | 2% | -7% | 18% | -3 | 2% | 15 | 3 | -0.9% | -8 | 0%
Cc1cc(C)nc(N(C#N)Cc2ccc(Cl)cc2)n1 | -1 | 9% | 1% | 13% | -17 | -1% | -11 | 0 | 0.5% | -16 | -7%
O=C(CN1C(=O)c2ccccc2C1=O)Nc1ccccc1C(=O)N1CCCC1 | 0 | 1% | 0% | -18% | -2 | 0% | 7 | 1 | 0.0% | -6 | -2%
COc1ccccc1OCCCCN1CCN(C(c2ccccc2)c2ccccc2)CC1 | 16 | 0% | 3% | -6% | -49 | 4% | -26 | 2 | -0.2% | -93* | 4%

The list is partial. The share of hits here may be higher or lower than overall.
